Compound activity deposited in PubChem by Sanford-Burnham Center for Chemical Genomics.
TAG inh: triacylglycerol accumulation inhibition; H9c2 cells, Nile Red lipid (TAG) fluorescence; cells loaded with 200 µM oleic acid; inhibition, % at 12.5 µM; hit rate 0.66% among 230,000;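 active = pattern-corrected inhibition of lipid staining of at least 50% with the nuclear-stain viability signal not falling by more than 50%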;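 also: 0% = DMSO wells and 100% = triacsin C control wells; some results filed as inactive read as strong as hits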
TAG inh DAPI viability: second read-out of TAG inh, no call of its own (marks repeat the call); DAPI nuclei signal change (viability), lower = more cytotoxic, %;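 whole-well DAPI fluorescence read on a plate reader as a viability signal; minus 50 percent equals half of cells still viable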
* hit, by the source's call; & = joins results of further samples.

SMILES	TAG inh	TAG inh DAPI viability
Cc1c(CBr)[n+](=O)c2c(n1[O-])C(Br)CCC2Br (configuration not stated)	-4	-1
CCCCCC(=O)N1C[C@H](O)[C@@H](n2cc(C3CC3)nn2)C[C@@H]1c1ccc(C)cc1	-10	-13
CCOC(=O)c1sc(=NC(=O)c2ccc(OC(C)C)cc2)n(C)c1C	5	12
Cc1ccn2c(CC(C)(C)C)c(-c3ccc(F)cc3)nc2c1	5	0
c1ccc(N2CCN(c3ccc4nncn4n3)CC2)nc1	14	1
O=C(C1=C[C@H](c2ccc(C(F)(F)F)cc2)C[C@H](OCCCCO)O1)N1CCN(Cc2ccc3c(c2)OCO3)CC1	-14	4
CCN(C(=O)CSc1nnc2nc(C)cc(C)n12)c1ccccc1	-4	9
CCCC(=O)C1=C(N(C)c2ccccc2)CC(C)(C)CC1=O	-4	2
CCCCn1nc(C(=O)Nc2cccc(C(=O)NC3CC3)c2)c2ccccc2c1=O	9	0
Cc1nnc(N/N=C/c2ccccc2C(F)(F)F)n1N	-11	5
CCOC(=O)C(C)Sc1nc(-c2ccccn2)ncc1OC (configuration not stated)	4	1
O=C(Cn1cnc2c(NCc3ccccc3)ncnc21)NCc1ccc2c(c1)OCO2	7	-11
COc1ccc(C(=O)c2ccc(Cl)cc2)c2ccccc12	-65	-12
CC1Cc2nc(SCC(=O)N3CCOCC3)n(-c3ccccc3)c(=O)c2S1 (configuration not stated)	1	-5
COc1ccc(CCOC(=O)CNC(=O)c2ccc(Cl)cc2Cl)cc1	2	-2
CCc1ccc(NC(=O)NNC(=O)c2cc3ccccc3cc2O)cc1	-3	1
CCn1c(=O)c(C(=O)NNS(=O)(=O)c2ccc(Br)cc2)c(O)c2ccccc21	-4	12
COc1ccc([C@H]2CC(=O)C=C(c3ccc(C)c(F)c3)C2)cc1	-17	11
O=C(COc1ccc2c(c1)CCC2)N1CCc2ccccc21	-17	5
Cc1ccccc1Oc1ccc2c(c1)[C@@H]1C[C@H](N(C)C(=O)Nc3cc(Cl)cc(Cl)c3)[C@H]([C@H](C)O)C(=O)N1CC2	33	-4

Given with two lines to a compound: two of the compounds above.
Every second line gives: TAG inh | TAG inh DAPI viability
- Cc1c(CBr)[n+](=O)c2c(n1[O-])C(Br)CCC2Br (configuration not stated)
→ -4 | -1
- CCCCCC(=O)N1C[C@H](O)[C@@H](n2cc(C3CC3)nn2)C[C@@H]1c1ccc(C)cc1
→ -10 | -13

Additional entries follow:
SMILES	TAG inh	TAG inh DAPI viability
COCCNC(=O)C1(C)Cc2c(-c3cccc(C(F)(F)F)c3)ccnc2O1 (configuration not stated)	3	-8
COc1cc(C(=O)NCc2cccnc2)ccc1OCC(=O)Nc1cccc(C(F)(F)F)c1	-1	0
CC(NS(=O)(=O)c1ccc(Br)cc1)c1ccccc1 (configuration not stated)	3	-14
CCn1c2ccccc2c2nnc(SCN3C(=O)c4ccccc4C3=O)nc21	3	0
CCC1CCCCN1C(=O)COC(=O)c1cc(C)nc2ccccc12 (configuration not stated)	6	-8
O=C(CS(=O)(=O)c1ccc(F)cc1)N1CCOCC1	10	-1
COc1cc(NC(=O)CSc2nnc3ccc(-c4cccnc4)nn23)cc(OC)c1	9	3
Cc1cc(C(=O)OCC(=O)Nc2ccc(F)cc2)c(C)o1	3	11
COc1ccc(OC)c(N(CC(=O)NCc2ccccn2)S(C)(=O)=O)c1	-10	4
C[C@@H]1O[C@@H](Oc2c(-c3cc(O)c(O)c(O)c3)oc3cc(O)cc(O)c3c2=O)[C@H](O)[C@H](O)[C@H]1O	4	-4
Cc1ccc2cc(-c3noc(C4CCCCC4)n3)c(=O)[nH]c2c1	-7	-1
CC(=O)c1ccc(S(=O)(=O)N2CCN(CCOc3ccc(Br)cc3)CC2)cc1	-43	-1
Cc1ccc(S(=O)(=O)c2c(N)n(-c3ccccc3)c3nc4ccccc4nc23)cc1	-7	162
Cc1ccccc1OCCC(=O)Nc1ccccc1C(=O)N1CCCCC1	-22	1
COc1cc(C)c2occ(/C(C)=N\O)c2c1	-31	9
COC(=O)c1ccc(N2CCOCC2)c(NC(=O)c2ccc(Br)o2)c1	-8	8
COc1ccc2oc(C(=O)OCC(=O)N3CC(C)CC(C)C3)c(C)c2c1 (configuration not stated)	0	12
COc1cc(NC(=O)CCN2CCN(C/C=C/c3ccccc3)CC2)cc(OC)c1	-3	10
O=C(N/N=C/c1ccccc1Cl)c1nc2ccc([N+](=O)[O-])cc2c(=O)[nH]1	4	-4
CCN(CC)CCCCNc1ncc2cc(-c3cc(OC)cc(OC)c3)c(NC(=O)NC(C)(C)C)nc2n1	46	-11
CSc1ccc(CNc2nnnn2C)cc1	-15	9
COc1ccc(-c2nnc(SCC(=O)NCC3CCCO3)n2C)cc1 (configuration not stated)	-9	14
O=C1NCCOC(=O)[C@@H](Cc2ccc(F)cc2)CC/C=C/C[C@@H]1CC(=O)N(CCO)Cc1ccccc1	-1	-4
O=c1c2[nH]c3ccccc3c2ncn1CCN1CCNCC1	18	5
Cn1nnnc1SCC(=O)N1c2ccccc2Sc2ccccc21	9	-6
CCNc1nc(NCC)nc(C(=O)NN)n1	15	-6
CC(C)OC(=O)c1cc(NC(=O)C2C3CCC(O3)C2C(=O)O)cc(C(=O)OC(C)C)c1 (configuration not stated)	6	3
Cc1cc(C)c2nc(SC3CCOC3=O)cc(C)c2c1 (configuration not stated)	-5	0
CCNC(=O)C1(C)CCN(C(=O)c2ccc(N(C)C)cc2)C1 (configuration not stated)	-2	-6
CC(C)CC1NC(=O)N(CC(=O)NC2CCCCC2)C1=O (configuration not stated)	-19	5
CC(=NNc1nc2ccccc2o1)c1ncccn1	51*	-38*
CC(=O)c1sc(NC(=O)c2ccc(F)cc2)nc1-c1ccccc1	7	0
Cc1ccc(N2CCN(c3cc(C)nc4nc(C)nn34)CC2)c(C)c1	0	1
COc1ccc(CC(=O)Nc2cc(S(=O)(=O)N3CCOCC3)ccc2N2CCCC2)cc1	-25	3
COc1ccccc1C(=O)C1CCCN(C(=O)c2ccc3c(c2)OCCO3)C1 (configuration not stated)	2	-5
COc1cccc(S(=O)(=O)N(C)C[C@H]2Oc3ncc(Br)cc3C(=O)N([C@H](C)CO)C[C@H]2C)c1	-3	4
CSc1ccc(CNC(=O)C2CCC(=O)N(CC3CCCCC3)C2)cc1 (configuration not stated)	8	9
COc1cccc(CNC(=O)Cc2csc(NC(=O)Nc3ccccc3OC)n2)c1	0	-3
O=C(O)CSc1nc2c(c(C(F)(F)F)n1)CCCC2	8&1	-5&-1
COc1ccc(-c2nnc(N(C)C(=O)C3CCCO3)s2)cc1 (configuration not stated)	2	-12
CS(=O)(=O)N(CC(=O)N1CCOCC1)c1ccc2c(c1)OCO2	8	0
COCC(C)n1c(SCC(=O)N(C)C2CCS(=O)(=O)C2)nc2ccccc2c1=O (configuration not stated)	3	-11
C/C(=N\NC(=O)c1ccccc1F)c1ccccn1	-26	-20
Fc1cccc(Cl)c1-c1nnc2ccc(C(F)(F)F)cn12	-8	20
Fc1ccc(-c2ccc(CNCc3ccccn3)o2)cc1Cl	2	15
CC(C)[C@H](NC(=O)c1ccccc1)C(=O)OCC(=O)N1CCc2ccccc2C1	-7	7
COc1cc(SC)ccc1C(=O)N(C)Cc1ccccc1	-5	4
O=C(CC1C(=O)NCCN1Cc1ccc(-c2ccccc2)cc1)NCCCn1cccn1 (configuration not stated)	-2	3
c1cc(Nc2ncnc3sccc23)cc(-c2nnc3n2CCCCC3)c1	-19	2
CCOC(=O)C1CCCN(C2CC(=O)N(c3ccccc3)C2=O)C1 (configuration not stated)	5	4
CCOC(=O)c1ccc2c(c1)nc(SCC(=O)c1ccco1)n2CC	-19	-1
COc1ccc(CCC(C)N2CCC(CO)(Cc3ccccc3)CC2)cc1 (configuration not stated)	5	1
CCOC(=O)CSc1nc2cc(C)ccc2cc1C#N	8	12
CN(C)c1oc(-c2ccccc2Cl)nc1S(=O)(=O)c1ccccc1	-71	5
COc1ccc2oc(C(=O)OCC(=O)NC3CCS(=O)(=O)C3)c(C)c2c1 (configuration not stated)	6	-3
CC(=O)Nc1ccc(S(=O)(=O)n2cnc3ccccc32)cc1	12	-9
Cc1ccc(C)c(OCCC(=O)OCC(=O)NCc2ccccc2)c1	8	0
COc1ccc(O)c(CN2CCN(CCc3ccccc3)C(CCO)C2)c1 (configuration not stated)	15	-3
CC(=O)Nc1ccc(N/C=C/C(=O)c2ccc(Cl)cc2)cc1	-3	14
NC(=O)c1ccc(NC(=O)COc2ccc(-n3cnnn3)cc2)cc1	-5	-2
Continuation.
SMILES	TAG inh	TAG inh DAPI viability
COc1ccc2[nH]cc(C(=O)CN3CCN(C4CCCCC4)CC3)c2c1	15	15
O=C(O)c1cccc(S(=O)(=O)Nc2cccc(S(=O)(=O)N3CCCC3)c2)c1	-8	4
CCn1c(SCC(=O)Nc2sc3c(c2C#N)CCCC3)nnc1-c1ccncc1	6	1
CCCCCCNC(=O)C(=O)NCCc1ccc(Cl)cc1	4	-4
C[C@@H]1CN([C@H](C)CO)S(=O)(=O)c2ccc(-c3cccc(C#N)c3)cc2O[C@H]1CN(C)C(=O)Nc1cc(F)ccc1F	0	2
Cc1cc(C)cc(NC(=O)/C(C#N)=C/c2cn(CC(=O)NCc3ccco3)c3ccccc23)c1	12	18
N#CC1(NC(=O)COC(=O)CSc2ccc(F)cc2)CCCCC1	1	-5
C/C(=N\Nc1nc(C)cc(-c2ccccc2)n1)c1ccccc1	30	-6
CCCN1C2CCCC1CC(NC(=O)c1cccc(Cl)c1)C2 (configuration not stated)	-7	-2
CCN(CC(=O)NCc1ccc(F)cc1)c1ccc(S(C)(=O)=O)cc1[N+](=O)[O-]	2	-6
Cc1ccc(-n2nc(C(=O)N3CCOCC3)cc2-c2ccc(Cl)cc2)cc1	-1	53
COc1ccc(-c2nc(SC(CC(=O)NCCN3CCOCC3)c3cccs3)n[nH]2)cc1 (configuration not stated)	0	14
CC1(C)S[C@@H]2[C@H](NC(=O)[C@H](N)c3ccccc3)C(=O)N2[C@H]1C(=O)O	-2&-11	11&2
CCOC(=O)c1cc2c(=O)n3ccccc3nc2n(Cc2ccco2)c1=NC(=O)c1ccccc1OCC	14	26
CCOc1ccc(OCC(=O)Nc2ccc(OC)cc2[N+](=O)[O-])cc1	2	-7
CCOc1cccc2sc(N(CCN(C)C)C(=O)c3ccc(Br)s3)nc12	13	-3
CC(C)CCN(C(=S)Nc1cccc(C(F)(F)F)c1)C(C)c1ccccn1 (configuration not stated)	-1	-4
Cc1ccc(C(C)C)cc1OCC(=O)Nc1ccc(N2CCCCC2)cc1	-8	10
COC(=O)c1ccccc1NC(=O)CN1C(=O)NC2(CCCCCCC2)C1=O	-20	2
Cc1nnc(NC(=O)c2ccc(F)c(S(=O)(=O)N3CCOCC3)c2)s1	-7	-1

Already shown: an excerpt of the list.
SMILES	TAG inh	TAG inh DAPI viability
Cc1c(CBr)[n+](=O)c2c(n1[O-])C(Br)CCC2Br (configuration not stated)	-4	-1
CCCCCC(=O)N1C[C@H](O)[C@@H](n2cc(C3CC3)nn2)C[C@@H]1c1ccc(C)cc1	-10	-13
CCOC(=O)c1sc(=NC(=O)c2ccc(OC(C)C)cc2)n(C)c1C	5	12
Cc1ccn2c(CC(C)(C)C)c(-c3ccc(F)cc3)nc2c1	5	0
c1ccc(N2CCN(c3ccc4nncn4n3)CC2)nc1	14	1
O=C(C1=C[C@H](c2ccc(C(F)(F)F)cc2)C[C@H](OCCCCO)O1)N1CCN(Cc2ccc3c(c2)OCO3)CC1	-14	4
CCN(C(=O)CSc1nnc2nc(C)cc(C)n12)c1ccccc1	-4	9
CCCC(=O)C1=C(N(C)c2ccccc2)CC(C)(C)CC1=O	-4	2
CCCCn1nc(C(=O)Nc2cccc(C(=O)NC3CC3)c2)c2ccccc2c1=O	9	0
Cc1nnc(N/N=C/c2ccccc2C(F)(F)F)n1N	-11	5
CCOC(=O)C(C)Sc1nc(-c2ccccn2)ncc1OC (configuration not stated)	4	1
O=C(Cn1cnc2c(NCc3ccccc3)ncnc21)NCc1ccc2c(c1)OCO2	7	-11
COc1ccc(C(=O)c2ccc(Cl)cc2)c2ccccc12	-65	-12
CC1Cc2nc(SCC(=O)N3CCOCC3)n(-c3ccccc3)c(=O)c2S1 (configuration not stated)	1	-5
COc1ccc(CCOC(=O)CNC(=O)c2ccc(Cl)cc2Cl)cc1	2	-2
CCc1ccc(NC(=O)NNC(=O)c2cc3ccccc3cc2O)cc1	-3	1
CCn1c(=O)c(C(=O)NNS(=O)(=O)c2ccc(Br)cc2)c(O)c2ccccc21	-4	12
COc1ccc([C@H]2CC(=O)C=C(c3ccc(C)c(F)c3)C2)cc1	-17	11
O=C(COc1ccc2c(c1)CCC2)N1CCc2ccccc21	-17	5
Cc1ccccc1Oc1ccc2c(c1)[C@@H]1C[C@H](N(C)C(=O)Nc3cc(Cl)cc(Cl)c3)[C@H]([C@H](C)O)C(=O)N1CC2	33	-4

(continued)
SMILES	TAG inh	TAG inh DAPI viability
CCSC1=C(C#N)C2(CCCCC2)C(C#N)=C(N)N1	-5	3
COc1cc(OC)cc(C(=O)N2CCN(C3CCC(C)CC3)CC2)c1 (configuration not stated)	5	4
CCOC(=O)C1=C(C#N)C(C(=O)OCC)c2ncccc21 (configuration not stated)	4	7
CCN(CC)C(=O)c1ccc2sc([C@H]3C[C@H](O)[C@@H](CO)O3)nc2c1	-4	-14
CN1CCN(C(=O)CCC(=O)c2ccc(F)cc2)CC1	-22	2
O=C(COC(=O)c1cc(S(=O)(=O)N2CCOCC2)ccc1F)NC1CC1	11	-11
CC(C)CNC(=S)NNC(=O)CC(C)O (configuration not stated)	-4	-6
O=C(CN1CCN(C(=O)c2ccco2)CC1)Nc1cc(S(=O)(=O)N2CCCC2)ccc1Cl	4	-1
CN1CCN(C(CNC(=O)C(=O)NC2CCCC2)c2ccc(F)cc2)CC1 (configuration not stated)	14	-5

An excerpt. The share of hits here may be higher or lower than overall.
